Assay outcomes (PubChem)
NTR1 ag: agonists of NTR1, primary screen, imaging, U2OS cells, beta-arrestin-GFP, high content (AID 493036); Neurotensin receptor type 1 (Homo sapiens), P30989; NTR1-U2OS beta-arrestin-GFP spot imaging, agonist mode; activation, % at 20 µM; hit rate 0.17% among 330,000;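 active = activation at or above 40% of the spot to cytoplasm intensity ratio, with at least 20 cells analyzed; inconclusive = wells under 20 cells, flagged as cytotoxic or low count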;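 note: 0% = DMSO without peptide and 100% = 100 nM NTR1 peptide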
Target sequence (P30989 whole entry, looked up): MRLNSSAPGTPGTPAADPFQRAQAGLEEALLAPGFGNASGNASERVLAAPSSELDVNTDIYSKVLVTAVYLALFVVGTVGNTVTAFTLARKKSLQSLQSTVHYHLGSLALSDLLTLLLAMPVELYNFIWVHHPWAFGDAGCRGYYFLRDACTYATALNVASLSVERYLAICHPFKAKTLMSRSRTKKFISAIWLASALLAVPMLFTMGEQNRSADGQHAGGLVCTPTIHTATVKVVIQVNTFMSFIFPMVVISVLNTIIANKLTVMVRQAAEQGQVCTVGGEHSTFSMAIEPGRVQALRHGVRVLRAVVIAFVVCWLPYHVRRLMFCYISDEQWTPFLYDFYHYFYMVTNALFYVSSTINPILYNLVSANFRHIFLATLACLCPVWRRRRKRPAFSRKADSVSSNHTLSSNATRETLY
Rac1 GTP hydrolysis: MgcRacGAP GTPase-activating activity inhibitors, confirmation, biochemical, ADP Hunter fluorescence | AID 624330, 2012 | inhibition, % at 30 µM, or IC50 in µM where a hit was titrated | Rac GTPase-activating protein 1 (Homo sapiens) | hit rate 0.6% among 340,000 | MgcRacGAP-stimulated Rac1 GTP hydrolysis, ADP Hunter fluorescence; higher % means a stronger effect; GST-tagged Rac1 F28L mutant substrate;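 active = first-screen hits whose inhibition reached a set limit at any dose in the follow-up dose series; inconclusive = inhibition above the set first-screen limit but never retested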;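 note: fluorescence reports GDP produced by GAP-driven GTP hydrolysis; strong numbers were not always called active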
TNAP activation fold: human TNAP enzyme activators, primary screen, biochemical, luminescent, no phosphate acceptor, uHTS (AID 1001). purified TNAP, luminescent activation assay, no phosphate acceptor; higher activation fold means a stronger effect. Alkaline phosphatase, tissue-nonspecific isozyme (Homo sapiens). activation fold at 20 µM, or EC50 in µM where a hit was titrated. hit rate 0.03% among 200,000; in the data active = activation fold from about 3, or a potency from the dose series; inactive = the rest, 99 in 100 with activation fold below about 1.6; note: many of its hits are not listed in these tables
RSV CPE inhibition: RSV antiviral activity via CPE protection, HEp-2 cells, primary 10 µM value included (AID 2391); HEp-2 cells, RSV-induced CPE inhibition; higher % means a stronger effect; one-dose CPE inhibition, % at 10 µM; IC50 in µM for titrated hits; hit rate 0.13% among 310,000; in the data active = a potency from the dose series; inconclusive = CPE inhibition mostly from about 23% at the one dose, without a potency; inactive = the rest, 99 in 100 with CPE inhibition below about 21%; note: strong numbers were not always called active
Myeloid diff MLP: induction of myeloid progenitor differentiation, primary screen, cell-based, flow cytometry, MLPCN library. ER-HoxA9 myeloid progenitors, lysozyme-GFP differentiation. calls only at 10 µM. hit rate 1% among 360,000;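 active = normalized GFP-positive differentiation at or above the plate's own cutoff, the solvent-only control mean plus 3 SD; inconclusive = no clear call, values can overlap the other calls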;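 note: cells exposed to compound for four days before flow analysis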
PhoP inhibition: inhibitors of PhoP regulon expression, primary screen, Salmonella Typhimurium, GFP reporter (AID 1863) | S. Typhimurium PhoP-regulated promoter GFP reporter, 4 h; higher % means a stronger effect | one-dose inhibition, % at 50 µM; IC50 in µM for titrated hits | hit rate 0.16% among 300,000;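 active = inhibition over 29.93%, a cutoff 3 SD above the screen mean, later confirmed by dose response; inconclusive = inhibition over 29.93% but no dose response follow-up; inactive = inhibition at most 29.93% or unconfirmed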;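 note: 0% = low Mg2+ inducing control and 100% = high Mg2+ repressing control; strong numbers were not always called active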
K1F lysis inhibition: inhibition of K1F phage lysis, E. coli UTI89, bacterial capsule biogenesis inhibitors, alamar blue (AID 488966). E. coli UTI89 K1F phage lysis, alamar blue, 2 h; higher % means a stronger effect. inhibition, % at 100 µM; hits with a dose series show IC50 in µM. hit rate 0.02% among 340,000;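 active = phage lysis inhibition, versus mean bacterial control, above a set limit; inconclusive = no clear call, values can overlap the other calls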;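 note: capsule biogenesis inhibitors block K1F phage lysis so surviving cells raise fluorescence; higher fluorescence means more inhibition of phage lysis; actives were called in the ten point dose series up to 300 µM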
SV40 large T antigen: SV40 large T antigen inhibitors, biochemical (AID 1903). SV40 large T antigen ATPase/helicase inhibition assay; higher % means a stronger effect. inhibition, % at 20 µM; hits with a dose series show IC50 in µM. hit rate 0.39% among 310,000; in the data active = a potency from the dose series; inconclusive = inhibition mostly from about 32% at the one dose, without a potency; inactive = the rest, 99 in 100 with inhibition below about 32%; note: strong numbers were not always called active
T cell modulator: modulators of CD8 T cell-vesicle binding, primary screen, mouse 2C CD8+ T cells, flow cytometry. AID 2052, 2009. 2C CD8+ T cell-vesicle binding; stronger effect = lower value. calls only at 7 µM. hit rate 0.068% among 330,000;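 active = response, share of CD8 T cells binding vesicles, and their 90th percentile fluorescence all below set limits, cut at about 80% in these data, passing the limit was not always enough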
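Assay system – 2C mouse CD8+ T cells · Also added – QL9-loaded Drosophila micro-vesicles · Timing – Cell–vesicle co-incubation 1.5 h at 37 °C, staining 20 min on ice · Signal – flow cytometry of vesicle-bound cells · Measure – percent CD8+ FL2 mean versus row control · Controls – Peptide-free naked vesicles (low) and QL9 vesicles with 0.7% DMSO vehicle (high)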
T cell modulator vesicle-bound %: second read-out of T cell modulator, no call of its own (marks repeat the call); double positive events, %; measured here: CD8+ vesicle-bound cell fraction;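 binding gate set so that unloaded-vesicle control wells show 10% double positive cells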
NTR1 ag cell count 20 µM: also measured in NTR1 ag; calls as there; cell count; measured here: cell count, cytotoxicity flag
Myeloid diff MLP GFP+ MAC1+ %: recorded beside Myeloid diff MLP, whose call it bears; GFP+ MAC1+ double positive, %; measured here: differentiation confirmed by MAC1 staining
* = called active by the depositor; i = inactive; ? = inconclusive; · = no result given; [ ] = another dose, or the depositor's remark.

SMILES | NTR1 ag | NTR1 ag cell count 20 µM | Rac1 GTP hydrolysis | TNAP activation fold | RSV CPE inhibition | Myeloid diff MLP | Myeloid diff MLP GFP+ MAC1+ % | PhoP inhibition | K1F lysis inhibition | SV40 large T antigen | T cell modulator | T cell modulator vesicle-bound %
CCOc1ccc(S(=O)(=O)N2CC(=O)Nc3ccccc32)cc1 | -1.7 | 89 | · | · | 0.0% | i | 0.5 | 7% | 1.5%[50 µM] | ? | i | 35
O=C1C/C(=C/NCc2ccccc2)C(=O)N1 | -1.5 | 45 | 1% | 1.1 | 2.4% | i | 0.9 | 8% | -0.7%[50 µM] | 6% | i | 38
COc1cccc(N2CCN(c3ccc4nnc(CCC(=O)Nc5ccc(F)cc5F)n4n3)CC2)c1 | 4.3 | 59 | 7% | · | 6.0% | i | 1.7 | 8% | 0.1% | 17% | i | 43
Cc1c(/C(O)=C2/C(=O)C(=O)N(Cc3cccnc3)C2c2ccccn2)cnn1-c1ccccc1 (stereo not given) | 0.0 | 37 | 3% | 1.1 | 0.1% | i | 0.4 | 0% | -1.1% | 10% | i | 35
CCOC(=O)c1nnn(CC(=O)Nc2ccccc2)c1C(=O)OCC | -2.4 | 85 | -1% | 1 | 0.1% | i | 0.2 | -3% | 0.0% | 2% | i | 51
CC1/C(=N/O)CC(c2ccccc2)NC1c1ccccc1 (stereo not given) | 0.4 | 68 | 1% | 1.1 | 1.4% | i | 4.6 | 11% | 2.7% | 7% | i | 46
CC1(C)Cc2ccccc2/C(=C/C(=O)N2CCCCCC2)N1 | 2.0 | 26 | 3% | 1.1 | -1.4% | i | 3.9 | -6% | ? | 6% | i | 29
O=C(CSc1nc(-c2ccccc2)nc2ccccc12)Nc1nccs1 | 17 | 53 | 4% | 1.1 | 1.4% | i | 4.0 | 1% | 4.3% | 15% | i | 24
COc1ccc(-c2c(C#N)c(SCC(N)=O)nc3c2CCCC3)cc1 | 8.5 | 56 | 6% | 1 | 4.8% | i | 0.2 | -4% | 4.2% | 23% | i | 62
CC(=O)c1cccc(NC(=O)C(OC(=O)c2cccc(S(=O)(=O)N(C)c3ccccc3)c2)c2ccccc2)c1 (stereo not given) | 0.2 | 69 | 9% | 0.9 | 12% | i | 0.4 | 6% | 0.7%[50 µM] | 4% | i | 26
Cn1cnc(S(=O)(=O)NCc2cccs2)c1 | -1.0 | 52 | 9% | 1.1 | 1.8% | i | 0.4 | -1% | 0.3% | 4% | i | 54
COc1cccc(Cn2cc(C)cc(NC(=O)NCc3ccccc3)c2=O)c1 | 0.5 | 63 | 5% | · | 0.1% | i | 0.9 | 5% | 6.3% | -1% | i | 45
CCC(=O)Nc1nnc(C(C)(C)C)s1 | -1.8 | 79 | -5% | 1.1 | 1.6% | i | 2.1 | 12% | -0.5% | 8% | i | 17
CC(=O)N1c2ccc(S(=O)(=O)N3CCCC3)cc2CC1C(=O)NC(C)C (stereo not given) | -0.2 | 53 | 9% | · | 0.5% | i | 0.8 | 3% | 0.0% | 1% | i | 58
COc1ccc(CNC(=O)c2ccc(N(C)S(=O)(=O)c3ccc(C)cc3)cc2)cc1 | -0.8 | 64 | 4% | · | 11% | i | 0.6 | 2% | 0.2% | 14% | i | 63
COc1ccc(NC(=O)Cn2nc(Cc3cccnc3)c3ccccc3c2=O)c(OC)c1 | 2.5 | 59 | 4% | · | 2.0% | i | 0.7 | -8% | 0.0% | 14% | i | 44
COc1ccc(C2=C/C(=C\c3ccccc3OC(C)=O)C(=O)O2)cc1 | 0.8 | 70 | 1% | · | 0.0% | i | 0.4 | -5% | -0.2% | -1% | i | 58
COc1ccc(S(=O)(=O)Nc2cccc3c2O[C@H](CN(C)Cc2ccc(C(=O)O)cc2)[C@@H](C)CN([C@H](C)CO)C3=O)cc1 | 1.5 | 63 | 1% | · | · | i | 1.5 | · | 0.1% | · | i | 5
CCn1nc(C)c(NC(=O)c2ccc(Br)o2)c1C | 1.5 | 71 | -2% | 1.1 | 1.1% | i | 1.0 | -2% | 0.3%[50 µM] | 14% | i | 6
Cc1ccc(S(=O)(=O)N2CCC(C(=O)N3CCc4ccccc43)CC2)cc1 | 3.7 | 60 | 5% | · | 1.9% | i | 0.7 | -4% | -0.1%[50 µM] | 18% | i | 36
COc1ccccc1CNC(=O)C1CCN(S(=O)(=O)c2cccc3nonc23)CC1 | -0.4 | 44 | 3% | · | 3.4µM* | i | 0.4 | -1% | 0.2% | 9% | i | 30
COC(=O)CN1C(=O)C(O)(CC(=O)c2ccc(Br)cc2)c2ccccc21 (stereo not given) | -1.5 | 65 | 4% | 1.1 | 1.3% | i | 2.1 | 8% | 0.0% | -1% | i | 49
O=C(O)C1C2C=CC3(CN(Cc4ccco4)C(=O)C13)O2 (stereo not given) | 0.1 | 58 | 4% | 1.1 | 1.1% | i | 1.2 | 9% | 4.6% | 1% | i | 61
COc1cc(C(C)=O)ccc1OCC(=O)OC(C)C(=O)c1ccc(F)cc1 (stereo not given) | 0.6 | 64 | 5% | · | · | i | 0.1 | · | 0.7%[50 µM] | · | i | 57
COc1ccccc1Oc1c(C)oc2cc(OC(=O)c3ccco3)ccc2c1=O | 1.9 | 78 | 9% | 1.1 | -0.3% | i | 1.7 | 17% | -0.1% | 14% | i | 57
CCCCC(c1nnnn1CC1CCCO1)N1CCN(c2nc3ccccc3s2)CC1 (stereo not given) | · | · | 10% | 1 | · | i | 0.6 | 5% | 0.1% | 5% | · | ·
CC(C)Nc1nc(NC(C)C)nc(SCCOC(=O)Nc2ccc(Cl)cc2Cl)n1 | 7.3 | 62 | 3% | 1 | ? | i | 0.2 | 11% | 0.7%[50 µM] | 7% | i | 43
CC1CCCC(NCC(O)COC(c2ccc(F)cc2)c2ccc(F)cc2)C1C (stereo not given) | 52* | 69* | 23% | 1.2 | 14% | i | 1.9 | -3% | -0.1% | -1% | i | 14
Nn1c(SCC(=O)Nc2ccccc2F)nnc1C1CCCCC1 | 1.6 | 59 | 9% | · | 2.4% | i | 5.3 | -3% | 0.1% | 11% | i | 41
COc1ccc(C(=O)O/N=C(\N)c2ccc(OC)c(OC)c2)cc1 | 2.4 | 91 | 8% | · | -0.1% | i | 1.0 | 9% | 0.3% | -2% | i | 49
O=S(=O)(Nc1ccc(Cl)cn1)c1cccs1 | 0.4 | 36 | 3% | · | 1.5% | i | 0.7 | 0% | -0.1% | 0% | i | 25
O=C(CN1C(=O)S/C(=C\c2ccccc2)C1=O)NC1CCS(=O)(=O)C1 (stereo not given) | 0.6 | 68 | 13% | · | -0.1% | i | 0.4 | 0% | 1.0% | 8% | i | 29
Cc1ccc(OCC(=O)NNC(=O)c2cccnc2)cc1C | 0.5 | 29 | -3% | 1.2 | 0.1% | i | 0.4 | 0% | -0.9% | 5% | i | 56
CN1CCN(CCCn2cnc3c(=O)oc4ccccc4c32)CC1 | -0.9 | 87 | 11% | 1.1 | 0.3% | i | 0.5 | 0% | 2.7% | 7% | i | 53
O=C(O)C1CCCCC1C(=O)N1CC=C(c2ccccc2)CC1 (stereo not given) | 1.4 | 55 | 10% | 1.1 | 0.2% | i | 0.7 | -6% | 1.0% | 5% | i | 20
CCc1ccccc1NC(=O)CSc1nc2[nH]c(=O)cc(O)c2s1 | 0.4 | 60 | 3% | · | 1.4% | ? | · | 1% | 0.1% | 4% | i | 8
COC(=O)c1ccccc1N=Nc1c(C)noc1C | -1.0 | 41 | 5% | · | · | i | 0.3 | -4% | 0.0% | 10% | i | 40
Cc1ccc2nc(SCC(=O)Nc3cccc(S(=O)(=O)N(C)C)c3)[nH]c2c1 | 1.4 | 54 | 7% | 1.2 | 1.5% | i | 0.5 | -5% | 1.9% | 2% | i | 33
O=C(/C=C/c1ccccc1[N+](=O)[O-])NNC(=O)c1ccncc1 | 0.5 | 52 | 2% | · | 0.8% | i | 0.1 | · | 0.5%[50 µM] | · | i | 4
COc1ccc(-n2nc3ccccc3n2)cc1 | -2.2 | 93 | 7% | 1.1 | 10% | i | 1.0 | 26% | 0.8% | 3% | i | 15
Cc1ccc(NC(=O)CN(C)C(=O)c2cc3c(s2)CCCCC3)cc1 | 0.5 | 66 | 17% | · | 2.5% | i | 0.7 | · | 0.0% | · | i | 31
Nc1c2c(nn1-c1ccc(C(=O)O)cc1)CNC2 | 2.4 | 81 | 12% | · | 0.2% | i | 0.6 | -7% | -0.1% | 4% | i | 15
CC1=C(C)CC(C(=O)Nc2nccs2)C(C(=O)O)C1 (stereo not given) | 0.2 | 61 | 13% | · | 0.3% | i | 0.3 | 7% | 0.6% | 5% | i | 55

Sorted by number of heavy atoms (highest first): some entries from above
SMILES | NTR1 ag | NTR1 ag cell count 20 µM | Rac1 GTP hydrolysis | TNAP activation fold | RSV CPE inhibition | Myeloid diff MLP | Myeloid diff MLP GFP+ MAC1+ % | PhoP inhibition | K1F lysis inhibition | SV40 large T antigen | T cell modulator | T cell modulator vesicle-bound %
CC(C)Nc1nc(NC(C)C)nc(SCCOC(=O)Nc2ccc(Cl)cc2Cl)n1 | 7.3 | 62 | 3% | 1 | ? | i | 0.2 | 11% | 0.7%[50 µM] | 7% | i | 43
O=C(/C=C/c1ccccc1[N+](=O)[O-])NNC(=O)c1ccncc1 | 0.5 | 52 | 2% | · | 0.8% | i | 0.1 | · | 0.5%[50 µM] | · | i | 4
CC1/C(=N/O)CC(c2ccccc2)NC1c1ccccc1 (stereo not given) | 0.4 | 68 | 1% | 1.1 | 1.4% | i | 4.6 | 11% | 2.7% | 7% | i | 46
